S1P3 antag: antagonists of human S1P3 receptor. CHO S1P3 NFAT-BLA reporter, FRET fluorescence, antagonist mode. Q99500. 0.27% of 170,000 active. inhibition, % at 4.98 µM;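 active = inhibition above the plate cutoff, the mean inhibition of test wells on that plate plus 3 SD, cut at about 28% in these data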;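 also: cells challenged with S1P at its EC80 of 0.8 µM; blue over green emission ratio from cleaved BLA substrate after 4 h stimulation; 0% = S1P-stimulated wells and 100% = unstimulated DMSO-only wells; some compounds past the cut are filed as inactive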
PPARg SRC3 recr: PPARgamma-driven SRC-3 recruitment agonism; P37231; biochemical PPARgamma/SRC-3 coactivator recruitment assay; activation, % at 8 µM; 0.26% of 200,000 active; in the data active = activation above about 23%;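 also: 0% = DMSO and 100% = reference agonist; some compounds past the cut are filed as inactive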
Target sequence (P37231 whole entry, looked up): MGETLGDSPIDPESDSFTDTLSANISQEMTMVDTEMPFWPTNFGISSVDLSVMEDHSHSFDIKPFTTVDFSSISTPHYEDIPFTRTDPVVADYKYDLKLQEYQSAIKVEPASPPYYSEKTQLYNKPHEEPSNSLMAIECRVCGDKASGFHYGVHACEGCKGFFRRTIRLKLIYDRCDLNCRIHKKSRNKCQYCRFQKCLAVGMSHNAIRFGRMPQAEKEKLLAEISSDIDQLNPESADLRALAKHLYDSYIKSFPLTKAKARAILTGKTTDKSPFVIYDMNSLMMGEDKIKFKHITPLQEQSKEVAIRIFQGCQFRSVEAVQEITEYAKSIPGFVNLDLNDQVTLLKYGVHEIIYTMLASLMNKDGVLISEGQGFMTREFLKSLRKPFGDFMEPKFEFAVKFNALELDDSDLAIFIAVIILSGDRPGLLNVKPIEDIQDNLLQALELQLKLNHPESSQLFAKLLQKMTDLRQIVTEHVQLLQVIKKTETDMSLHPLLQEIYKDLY
STAT3 activator: increases IL-6 driven STAT3 reporter signal | U3A cells, IL-6 STAT3-luciferase reporter, luminescence; 100% = signal with IL-6 EC80 alone | activation (% of control), % at 5.6 µM | 0.91% of 190,000 active;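 active = activation above the screen-wide mean of compound activation plus 3 SD, cut at about 130% in these data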;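 also: 0% = background luminescence of wells with medium and substrate only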
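system = STAT3-luciferase reporter U3A cells | reagent = IL-6 stimulus at 33 ng/mL final | timing = 1 h compound pre-exposure, 6 h IL-6 stimulation, 37 °C | measured by = luminescence | evaluation = % activation versus median of IL-6-stimulated wells | control set = IL-6-only wells as 100% reference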
PPARg SRC2 recr: promotes SRC-2 coactivator recruitment by human PPARgamma | P37231 | PPARgamma LBD-SRC-2 recruitment, biochemical | activation, % at 8 µM | 0.34% of 200,000 active; in the data active = activation above about 22%;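 also: 0% = vehicle and 100% = reference agonist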
TLR4-MyD88 BLA: TLR4-MyD88 interaction inhibition in cells. O00206+Q99836. HeLa CL3-4 TLR4/MyD88 BLA complementation, FRET ratio. inhibition, % at 8.4 µM. 0.18% of 200,000 active; in the data active = inhibition above about 25%;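 also: 0% = vehicle and 100% = reference inhibitor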
ROMK primary: modulates human ROMK potassium channel activity; Tet-inducible ROMK, thallium flux fluorescence; actives lie on both sides; 2% of 130,000 active; AID 1918; B-score at 10 µM;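 active = signal ratio slope over the read window, or its plate-corrected B-score, at least 3 SD from the plate mean, either direction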;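 also: B-score of the F/F0 ratio slope over 7 to 12 s after thallium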
Target sequence (P48048 whole entry, looked up): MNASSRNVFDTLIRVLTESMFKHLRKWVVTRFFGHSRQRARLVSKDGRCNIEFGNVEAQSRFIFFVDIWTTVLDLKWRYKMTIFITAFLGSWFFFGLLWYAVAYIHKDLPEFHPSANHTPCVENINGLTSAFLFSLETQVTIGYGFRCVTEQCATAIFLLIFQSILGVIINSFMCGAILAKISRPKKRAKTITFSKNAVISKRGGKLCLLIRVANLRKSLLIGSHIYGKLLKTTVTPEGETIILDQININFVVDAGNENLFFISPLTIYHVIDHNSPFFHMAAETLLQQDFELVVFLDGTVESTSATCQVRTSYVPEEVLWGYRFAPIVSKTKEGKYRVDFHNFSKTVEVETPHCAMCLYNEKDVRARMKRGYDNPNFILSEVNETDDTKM
PPARg SRC-1 ag: PPARgamma-driven SRC-1 recruitment agonism | activation, % at 8 µM | 0.41% of 200,000 active | PPARgamma-SRC-1 coactivator recruitment biochemical assay | AID 631; in the data active = activation above about 19%;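 also: 0% = DMSO and 100% = reference agonist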
STAT1 inh: STAT1 signaling inhibition; NIH 3T3 STAT1-luciferase reporter, IFN-gamma, luminescence; inhibition, % at 5.5 µM; 0.35% of 200,000 active; AID 920;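 active = inhibition above a set limit, the mean inhibition across all tested compounds plus 3 SD, cut at about 34% in these data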;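 also: 0% = IFN-gamma with DMSO and 100% = IFN-gamma with 300 µM nifuroxazide; values of inactives mirror those of a sister screen read the other way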
STAT3 blocker: inhibitors of IL-6 induced STAT3 signaling; U3A cells, IL-6 STAT3-luciferase reporter, luminescence; host cell line lacks STAT1; inhibition, % at 5.5 µM; 0.89% of 190,000 active;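 active = inhibition above the mean inhibition across all screened compounds plus 3 SD, cut at about 44% in these data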;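 also: 0% = DMSO only wells and 100% = 100 µM nifuroxazide control wells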
TR-FRET SRC-2 ct: TR-FRET artefact, counter-screen to PPARgamma/SRC-2 agonist assay. 0.4% of 200,000 active. stronger effect = higher value. TR-FRET ratio at 8 µM; in the data active = TR-FRET ratio above about 2000; also: inactives centre near 1500
RAM inhibit: inhibitors of the yeast RAM network | S. cerevisiae dse1pr::URA3 reporter, 5-FOA growth OD615, 2 d; analog-sensitive cbk1-as2 kinase mutant strain | inhibition, % at 50 µM | 1.8% of 190,000 active | AID 868;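 active = inhibition above a set limit, 3 SD over mean compound inhibition, cut at about 8.4% in these data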;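 also: 0% = DMSO-only wells with no growth and 100% = 10 µM 1-NA-PP1 full growth; inhibition rescues growth on 5-FOA so higher OD means more RAM inhibition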
Active calls of the source: *; / = not tested or not shown. Rows were taken by chance (roughly 5.6% active in at least one column).

canonical_smiles	S1P3 antag	PPARg SRC3 recr	STAT3 activator	PPARg SRC2 recr	TLR4-MyD88 BLA	ROMK primary	PPARg SRC-1 ag	STAT1 inh	STAT3 blocker	TR-FRET SRC-2 ct	RAM inhibit
O=C(Cc1cccs1)Nc1nc2c(s1)CCCC2	29	-6	91	11	1	/	1	-34	14	1647	-0.7
Cc1nc2ccccc2nc(C)c1=NOCc1ccc(C#N)cc1	6	3	105	-2	-13	-0.18	-1	-13	-9	1450	1.3
COC(=O)c1sccc1NC(=O)CSc1ccccc1NS(=O)(=O)c1ccc(Br)cc1	/	-6	105	-5	-12	/	-6	1	0	1561	3.7
COc1ccc(N(CC(=O)NC2CCCCC2)C(=O)CNC(=O)c2ccco2)c(OC)c1	/	10	103	1	-7	0.069	2	3	0	1593	2.4
Cc1ccc(NC(=S)NCc2ccc3c(c2)OCO3)c(C)c1	/	9	107	11	-9	/	3	5	0	1629	2.4
COc1ccc(C)cc1S(=O)(=O)N(CC(=O)O)c1ccccc1	-21	6	100	2	-1	/	-1	-1	1	1575	-0.9
CC12CCC(C(=O)NCCc3ccccc3)(OC1=O)C2(C)C (configuration not stated)	-10	-2	95	5	-1	0.0099	-4	-4	12	1415	-0.4
CC(=O)Nc1ccc(NC(=O)Oc2ccccc2)cc1	-97	-4	103	3	-12	/	2	-4	-1	1399	1.2
CCCC1/C(=N/O)CC(c2ccccc2)NC1c1ccccc1 (configuration not stated)	-9	-2	103	-7	-10	-1.2	2	16	-2	1537	2.7
OCc1nn2c(c1Br)NC(c1ccccc1)CC2C(F)(F)F (configuration not stated)	-19	4	102	13	-22	-0.49	4	1	0	1569	3.9
CCn1c(SCC(=O)NCc2ccc(C)cc2)nnc1-c1ccncc1	-6	-10	99	11	-8	1.1	-1	7	6	1603	1.2
Cc1ccccc1C(C(=O)NCc1ccccc1)N(Cc1ccco1)C(=O)c1ccccn1 (configuration not stated)	/	12	103	0	4	/	-1	7	0	1504	-0.2
C/C(=N/NC(=O)c1cccs1)c1ccc(NC(=O)COc2ccc(Cl)cc2)cc1	/	-5	100	5	-9	0.86	-2	-6	1	1455	0.2
COc1ccc(-n2c(C)c(C(C)=O)c3cc(OCC(N)=O)ccc32)cc1	12	1	97	5	-16	-0.11	1	3	6	1532	8.8*
COc1ccc(CCNC(=O)CSc2nn(-c3ccccc3)c(=S)s2)cc1OC	10	1	93	0	1	/	-5	6	10	1437	2.6
CCNC(=O)C1CCCN1S(=O)(=O)c1ccc(C)cc1 (configuration not stated)	/	8	101	-2	0	/	-5	-2	3	1462	0.0
CCOP(=O)(c1ccccc1)C1(O)CCCCC1 (configuration not stated)	/	-5	101	-4	0	0.024	-2	3	-1	1612	3.1
Cc1cc(Br)c(S(=O)(=O)NCCN2CCOCC2)cc1C	/	7	97	-6	0	-0.88	-2	2	11	1573	1.7
CCOc1ccc2nc(NCCNC(=O)CC)c(C#N)cc2c1	-30	16	93	-1	10	-3.3	16	0	10	1540	-0.1
Cc1cc(=O)oc(C)c1C(=O)NCc1ccco1	/	10	97	10	-2	/	8	-1	6	1729	2.0
Cc1ccc(S(=O)(=O)Cn2nnnc2C(C(C)C)N2CCN(c3nc4ccccc4s3)CC2)cc1 (configuration not stated)	/	-9	98	0	-3	/	5	7	2	1583	3.0
O/N=C1\CCCc2ccccc21	1	-4	107	-1	-19	/	8	5	-3	1651	0.5
NC(=O)CCN1CCN(CCOC2Cc3cc(Cl)ccc3Sc3ccccc32)CC1 (configuration not stated)	-19	2	89	1	-10	-1.4	-2	1	14	1475	1.2
COc1ccc(Cn2c(=O)[nH]c3cc(C(=O)Nc4ccc(N5CCN(C)CC5)cc4)ccc32)cc1	8	3	93	8	-5	-0.33	9	-3	11	1690	-0.6
Cc1ccc(S(=O)(=O)N2CCC(C(=O)NCCc3ccccn3)CC2)cc1	-1	1	104	2	-2	-1.2	-2	3	-3	1615	0.2
COc1ccc(C2=NNC(c3cccs3)=Nc3ccc(OC)cc32)cc1	/	-3	102	2	10	/	-3	-7	1	1553	1.6
COC(=O)C1=C(N)Oc2cc(C)n(CC3CCCO3)c(=O)c2C1c1ccccc1OC (configuration not stated)	-8	4	96	7	6	/	7	4	13	1615	-0.8
Cc1nnc2n(C3CCCCC3)c(=O)c3c4c(sc3n12)CCC4	-75	-3	103	-7	12	0.94	2	-4	1	1482	1.2
c1ccc(Cn2ccnc2-c2ccco2)cc1	4	-1	104	5	0	/	-2	-12	2	1359	2.2
CC(C)C(=O)NC(C)C(c1cccs1)N1CCN(c2ccccc2)CC1 (configuration not stated)	-4	-4	102	9	0	0.0066	-3	1	1	1435	1.8
Nc1nc(-c2cccc(F)c2)cs1	3	16	106	2	-15	0.078	4	-17	-4	1722	0.0
CCOC(=O)c1c(NC(=O)Cn2cc([N+](=O)[O-])cn2)sc2c1CCC2	/	1	98	11	-15	/	9	-10	9	1622	5.7
CC(=O)Nc1cccc(NC(=O)Nc2ccc(C(C)=O)cc2)c1	-15	11	85	3	1	-0.089	5	0	21	1662	1.1
CC(C)(C)C(=O)Nc1cc(NC(=O)C(C)(C)C)cc(C(=O)Nc2cc(C(=O)O)cc(C(=O)O)c2)c1	-8	0	108	-4	3	-0.016	-5	3	-6	1496	1.6
CCOC(=O)c1ccc(NC(=S)N(CCN2CCCCCC2)Cc2ccco2)cc1	16	2	92	3	10	-0.69	6	7	16	1772	-0.7
O=[n+]1c2c(n([O-])c3cc(F)c(N4CCCC4)cc31)CCC2	2	8	93	18	1	/	6	-1	14	1636	/
O=c1[nH]c2ccccc2cc1-c1nnn(-c2ccc(F)cc2)n1	-5	-3	/	-5	6	/	14	-25	/	1659	2.6
C/C(CC(=O)Nc1cc(C)ccn1)=N\NC(=O)c1ccccc1C	-1	7	99	5	-13	-0.05	0	-11	8	1649	0.0
Cc1ccc(CC(=O)Nc2ncc([N+](=O)[O-])s2)cc1	7	-5	113	-1	3	-1.7	-1	-19	-10	1486	-1.9
C=CCN(CC=C)C(=S)NC(=O)c1ccc(-c2ccccc2)cc1	/	6	90	15	-7	10*	2	2	12	1694	0.3
O=S(=O)(NC1CCCCC1)c1ccc(Br)cc1	-1	1	99	-1	8	/	-6	5	8	1531	-1.1
CCC(C)c1ccc(S(=O)(=O)N2CCN(C(C)CC(=O)O)CC2)cc1 (configuration not stated)	-9	1	98	0	10	0.53	12	5	4	1682	3.3
CC1CN(C(=O)COC(=O)c2ccc(N(C)C)cc2)CC(C)O1 (configuration not stated)	-11	4	103	0	10	0.47	15	-3	2	1562	2.5
Cc1nc2nc[nH]n2c(=O)c1NS(=O)(=O)c1ccc([N+](=O)[O-])cc1	6	1	104	9	-11	0.23	16	-9	8	1658	2.7
O=C(Nc1ccccc1N1CCOCC1)c1ccc(S(=O)(=O)NCc2ccco2)cc1	0	0	105	0	-6	-0.65	7	1	-1	1573	2.7
CCOC(=O)c1c(CN(C)C)n(-c2ccc(C)cc2)c2cc(Br)c(O)cc12	2	4	105	2	-3	-0.3	8	9	-9	1464	0.4
Fc1ccc(NC(=S)Nc2cccc(Cl)c2)cc1	-2	2	96	-4	3	0.81	0	20	7	1625	-0.9
CC(=O)Nc1ccc(S(=O)(=O)Nc2nc3ccc(C)cc3s2)cc1	/	10	96	4	-11	/	9	-5	8	1432	4.0
N#CC(C#N)=NNc1ccc(S(=O)(=O)N2CCCCC2)cc1	-1	3	94	4	14	/	6	7	8	1580	4.0
c1cc2c3c(cccc3c1)C(N1CCN(C3=Nc4cccc5cccc3c45)CC1)=N2	/	8	98	-1	11	/	7	6	2	1594	/
COC(=O)c1sc2nc(SCc3cccc(F)c3)n(N)c(=O)c2c1C	-26	1	101	-2	-16	-0.21	-2	-2	2	1564	1.6
Cc1cc(C)nc(N2CCCC(C(=O)Nc3nc4ccc(S(C)(=O)=O)cc4s3)C2)n1 (configuration not stated)	8	4	101	6	-3	/	4	-2	3	1500	-0.1
Brc1ccc2nc(-c3ccncc3)c(NC3CCCC3)n2c1	3	7	95	0	-2	-0.13	0	17	13	1642	0.1
Cc1[nH]c2ccccc2c1-c1nc(-c2ccc(Cl)cc2)nnc1-c1ccccc1	7	2	99	16	5	0.35	8	6	2	1527	3.0
O=C(c1cccc2c1-c1ccccc1/C2=N/O)N1CCCCC1	2	-6	101	2	11	2	-3	-3	6	1355	-1.3
CCS(=O)(=O)NCC(c1ccco1)N1CCN(c2ccc(F)cc2)CC1 (configuration not stated)	4	-2	99	7	-4	0.24	-2	4	-1	1523	1.2
O=C(Cc1ccccc1)n1nc(-c2ccccc2)nc1NCc1ccco1	-21	11	97	4	-3	/	4	-5	12	1530	2.8
O=C(c1cccc(F)c1)N1CCN(C(=O)c2nn3cccnc3c2Cl)CC1	0	-5	102	8	0	0.57	4	-2	0	1596	1.3
O=C(CSc1ncccn1)N1CCN(C(c2ccccc2)c2ccccc2)CC1	/	3	101	5	-4	-0.75	2	7	-1	1485	0.4
CCn1c(-c2cccnc2Cl)nc2cc(C)c(C)cc21	-11	-3	100	-3	0	0.46	-2	3	3	1653	0.5

Other records follow:
canonical_smiles	S1P3 antag	PPARg SRC3 recr	STAT3 activator	PPARg SRC2 recr	TLR4-MyD88 BLA	ROMK primary	PPARg SRC-1 ag	STAT1 inh	STAT3 blocker	TR-FRET SRC-2 ct	RAM inhibit
Cc1ccc(C(C[N+](=O)[O-])n2nc(C)cc2C)cc1 (configuration not stated)	/	-5	108	-5	19	-2.4	-14	-5	-4	1501	-0.5
Cc1c(C(=O)Nc2ccc(-c3nnc4n3CCCCC4)cc2)oc2c1ccc1ccccc12	7	3	90	7	6	0.19	1	6	14	1433	2.5
Cc1nnc(Cl)c2nn(-c3ccccc3F)c(C)c12	-4	4	96	0	-3	-0.1	4	0	9	1518	0.3
Oc1c(CN2CCc3ccccc3C2)cc(Cl)c2cccnc12	-9	1	98	3	20	/	-3	2	8	1605	-1.7
CN1CCN(C(=O)/C(=C\c2ccc3c(c2)OCO3)NC(=O)c2cccs2)CC1	-9	3	93	11	-7	0.52	1	1	16	1802	0.3
O=C(NCCNC(=O)c1cc(OCC(F)(F)F)ccc1OCC(F)(F)F)Nc1ccc(OC(F)(F)F)cc1	/	3	103	11	6	/	4	-2	-4	1632	5.7
CCCNC(=O)c1ccc(CN2CCc3ccccc3C2)cc1	/	3	93	8	-1	-0.84	-7	1	11	1575	0.7
